# Assay outcomes: PubChem, National Center for Advancing Translational Sciences (NCATS)
# Lipid storage S3: qHTS Assay for Lipid Storage Modulators in Drosophila S3 Cells; Drosophila S3 cells, BODIPY lipid droplet fluorescence, 18-24 h; cells fed with added oleic acid; Potency in µM for hits, for the others lipid storage change, negative = inhibition, % at the top dose, mostly 46.1 µM; hit rate 0.64% among 320,000; active = well fitted inhibition curve with a large enough effect in the signal ratio, with a control signal flat, not every such curve was filed as active; inconclusive = small, poorly fitted or top-dose-only effect, or effect the other way, or a change in a side signal; the % refers to the signal ratio
#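 Laser-scanning cytometry quantifies lipid droplet accumulation (500–530 nm total intensity; droplet/cell object ratio) in oleic acid-fed (400 uM added) Drosophila S3 cells treated with a concentration series. 20 uM Triacsin C defined 100% inhibition.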
# Lipid storage S3 cell count max: recorded beside Lipid storage S3, whose call it bears; cell number change, %; measured here: cell count max response;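 cells counted by Cell Tracker Red CMTPX staining in the red channel; peak over a dose series mostly up to 46.1 µM; percent activity relative to internal control wells on each plate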
# Active calls of the source: *; i = inactive; ? = inconclusive; . = no result given; & = joins results of further samples; [ ] = another dose, or the depositor's remark. % is scaled to controls: 0 for no effect and ±100 for the full control effect; potency is read from the fitted curve at half-maximal effect. The list is partial; count on the stated rates, not on these rows.
Lipid storage S3 | Lipid storage S3 cell count max | Compound
13% | 4 | COCCCN(C(=S)NC(=O)c1ccc(C(C)(C)C)cc1)c1c(N)n(Cc2ccccc2)c(=O)[nH]c1=O
? | . | Cc1cccc(N(C(=O)Cn2nnc3ccccc32)C(C(=O)NCc2ccco2)c2ccncc2)c1C (stereo not drawn)
0% | -2 | Cc1c(Cl)cccc1NC(=O)CCN1CCN(C)CC1
7% | 21 | CCOC(=O)c1cc(S(=O)(=O)NCCc2ccc(OC)c(OC)c2)cn1C
? | . | O=C1NC(c2ccco2)Nc2sc3c(c21)CCN(Cc1ccccc1)C3 (stereo not drawn)
16µM* | -18* | COc1ccc(NC(=O)c2cc3n(n2)C(C(F)(F)F)CC(c2ccc4c(c2)OCO4)N3)cc1OC (stereo not drawn)
? | . | COCCn1c(SCC(=O)NC2CCCCC2)nnc1-c1ccncc1
? | . | Cn1c(CNc2cccc(Cl)c2)nnc1SCC(=O)OC1CCCCC1
? | . | COCCCNC(=O)c1ccc2c(=O)n(Cc3ccc4c(c3)OCO4)c(=S)[nH]c2c1
? | . | CCOC(=O)c1c(C)[n+]([O-])c2ccc3c(non3O)c12
5% | 18 | CN(CC(=O)NCc1ccc(Cl)cc1)S(=O)(=O)c1cccc2cccnc12
? | . | CC1CCCCN1S(=O)(=O)c1ccc(C(=O)Nc2ccccc2-c2nc3ccccc3s2)cc1 (stereo not drawn)
? | . | Cc1noc(C)c1CSCC(=O)N1CCN(c2ccc([N+](=O)[O-])cc2)CC1
? | . | COC(=O)Cc1c(O)ccn(CCc2ccc(OC)c(OC)c2)c1=O
-9% | -13 | CCOC(=O)C1CCN(C(=O)C2CCN(C(=O)c3ccc([N+](=O)[O-])cc3)CC2)CC1
? | . | Cc1cc(C)c2cc(C#N)c(N3CCCN(C(=S)NCCCN(C)C)CC3)nc2c1
? | . | CCCCc1c(C)c2cc(C)ccc2[nH]c1=O
? | . | Cc1ccc(CNc2oc(-c3ccco3)nc2S(=O)(=O)c2ccccc2)cc1
17% | -18 | CCCCNC(=S)N(CCN(C)C)Cc1cc2cc3c(cc2[nH]c1=O)OCCO3
-17% | 17 | COc1cccc(C(N)=O)c1OC(=O)Cc1ccccc1F
i | . | COc1ccccc1CNc1nc2nc(C)c(C)c(=O)n2[nH]1
? | . | O=C(CNS(=O)(=O)c1cccs1)N1CCCC1
? | . | C=CCn1c(C)cc(C(=O)COC(=O)/C=C/c2ccc(OC)cc2)c1C
? | . | O=C(Nc1ccc(Cl)cc1)Nc1ccccc1Sc1ncc([N+](=O)[O-])s1
-9% | . | O=C(CSc1ccc(-c2ccc(F)cc2)nn1)Nc1ccc2c(c1)OCCO2
? | . | CCN(CC)c1ccc(C(=O)N/N=C/c2ccc(OC)cc2OC)cc1
? | . | Cc1ccc(C(=O)CCS(=O)(=O)c2ccc(Br)cc2)cc1
? | . | OC(COc1ccc(Cl)cc1)CN1CCCCC1 (stereo not drawn)
? | . | Cc1ccc(-c2ccc(CCC(=O)O)n2C(C)C)cc1
-4%&8% | -4&-2 | COc1cc(C(=O)OC(C)CN2CCOCC2)cc(OC)c1OC (stereo not drawn)
? | . | CC(=O)N1CCN(c2ccccc2NC(=O)COc2cc(C)ccc2C(C)C)CC1
2% | 3 | Cc1nn2c(=O)c3c4c(sc3nc2n1-c1ccccc1)COC(C)(C)C4

# The final six entries of the section before lead into the next:
Lipid storage S3 | Lipid storage S3 cell count max | Compound
? | . | Cc1ccc(C(=O)CCS(=O)(=O)c2ccc(Br)cc2)cc1
? | . | OC(COc1ccc(Cl)cc1)CN1CCCCC1 (stereo not drawn)
? | . | Cc1ccc(-c2ccc(CCC(=O)O)n2C(C)C)cc1
-4%&8% | -4&-2 | COc1cc(C(=O)OC(C)CN2CCOCC2)cc(OC)c1OC (stereo not drawn)
? | . | CC(=O)N1CCN(c2ccccc2NC(=O)COc2cc(C)ccc2C(C)C)CC1
2% | 3 | Cc1nn2c(=O)c3c4c(sc3nc2n1-c1ccccc1)COC(C)(C)C4
? | . | CCCCN(C(=O)C1=CC=CN2CCS(=O)(=O)N=C12)c1ccccc1
2% | 12 | Cc1cc(SCC(=O)NC(=O)c2cccn2C)nc2ccccc12
? | . | CC(C)(C)NC(=O)/C(=C/c1cccnc1)NC(=O)c1ccco1
-10% | -19 | CCCCNCc1cc(Br)c(OCc2cccs2)c(OC)c1
i | 22 | O=C(CC(=O)Nc1ccc(Br)cc1)Nc1ccc(Br)cc1
i | 1 | CCOC(=O)c1sc2ncn(C(CC)C(=O)OC)c(=O)c2c1C (stereo not drawn)
17% | -18 | CCOC(=O)N1CCN(C(=O)CN2C(=O)COc3ccc(C(C)(C)C)cc32)CC1
? | . | Cc1cccc(NC(=O)CN(c2ccc(F)cc2)S(C)(=O)=O)c1
? | . | Cn1nccc1C(=O)N1CCOCC1
? | . | O=C(OCCCCOC(=O)c1ccccc1)c1ccccc1
-8% | . | O=C(Nc1ccc(F)cc1)c1cc2ccccc2o1
i | . | CC(C)CN1C(=O)C(=O)N(CC(=O)Nc2cc(Cl)ccc2Oc2ccccc2)C1=O
? | . | COc1ccc(-c2nc3nc(C)c(Cc4ccccc4)c(=O)n3[nH]2)cc1
i | . | Cc1ccc(S(=O)(=O)NCCC(=O)N2CCN(Cc3ccccc3)CC2)cc1
? | . | CC1(C(=O)NNC(=O)c2cccc([N+](=O)[O-])c2)CC1(Br)Br (stereo not drawn)
5% | 2 | CC(=O)Nc1cccc2c1C(=O)N(c1ccc(C)cc1)C2=O
i | . | CCNc1nc(NC(C)(C)C)nc(Oc2ccc(=O)n(-c3ccccc3)n2)n1
i | 15 | O=C(c1cnc(N2CCN(c3ncccn3)CC2)c2ccccc12)N1CCN(c2ncccn2)CC1
-1% | 18 | CN(C)c1nc(OCCNC(=O)COc2ccccc2Cl)nc(N(C)C)n1
? | . | Cc1ccc(CCNC(=O)c2sc3nc4n(c(=O)c3c2C)CCC4)cc1
? | . | CCC1(C)Cc2ccccc2-c2c1c(=O)n(-c1ccc(C)cc1)c1nnnn21 (stereo not drawn)
5% | -13 | O=C(CSc1nc2c(c(=O)n1-c1ccc(Br)cc1)SCC2)NCC1CCCO1 (stereo not drawn)
-16% | -12 | CCC(=O)NCCc1nc2cc(NC(=O)c3ccc(F)cc3)ccc2n1C
i | . | CCN(CC)C(=O)c1ccc(COc2ccccc2Cl)o1
? | . | CC(=O)Nc1ccc2nc(-c3cccs3)[nH]c2c1
i | 4 | CCOc1ccc(NS(=O)(=O)c2cc(OC)ccc2OC)cc1
? | . | Cc1ccc(OCC(=O)Nc2ccc(NC(=O)c3ccccc3)c(C)c2)cc1
? | . | CC(C)C(OC(=O)c1cc2occc2n1C)C(=O)NCc1ccc2c(c1)OCO2 (stereo not drawn)
8% | 0 | Cc1ccc2[nH]cc(CCNC(=O)c3ccc([N+](=O)[O-])cc3)c2c1
? | . | CC(C)CN(C(=O)CCC1CCCCC1)c1c(N)n(CC(C)C)c(=O)[nH]c1=O
? | . | COc1cccc(-c2cc3nc(-c4ccccc4)cc(N4CCCC(O)C4)n3n2)c1 (stereo not drawn)
8% | 3 | CN1CCN(c2nc(-c3cccs3)nc3ccccc23)CC1
i | -4 | CSc1nnc(N2C(=O)C(O)=C(C(=O)c3ccco3)C2c2ccc(F)cc2)s1 (stereo not drawn)
? | . | CC(NC(=O)CN(C)CC(=O)Nc1ccccc1Br)c1ccccc1 (stereo not drawn)
? | . | O=C(NNC(=O)c1csc(N2CCOCC2)n1)c1ccc(=O)[nH]c1
? | . | CCOC(=O)C1(Cc2ccccc2Cl)CCN(C(=O)c2cc(C)on2)CC1
8% | -6 | COC(=O)c1sccc1NC(=O)c1cccnc1
? | . | CC(NC(=O)CCNS(=O)(=O)c1cccc2nonc12)c1ccccc1 (stereo not drawn)
? | . | O=C(O)[C@@H]1CCCN1C(=O)CCc1c[nH]c2ccccc12
4% | 13 | C=CCn1c(-c2ccc([N+](=O)[O-])cc2)n[nH]c1=S
? | . | Cc1c(C(=O)NC2CC(=O)N(c3ccc4c(c3)OCCO4)C2)cccc1[N+](=O)[O-] (stereo not drawn)
? | . | Cc1ccc(S(=O)(=O)N2[C@@H](c3ccccc3F)C(C(=O)O)=CC[C@H]2c2ccc3c(c2)OCO3)cc1
? | . | COCCNC(=O)C(=O)c1cc(C)n(-c2ccc([N+](=O)[O-])cc2)c1C
13% | -10 | COc1ccc(C(=O)NC(NC(=S)Nc2ccc(S(N)(=O)=O)cc2)C(Cl)(Cl)Cl)cc1 (stereo not drawn)
? | . | C/C(=N\Nc1cccc2cccnc12)c1ccccn1
? | . | CC(=O)Nc1ccc(S(=O)(=O)NC2CC(=O)N(c3ccc4c(c3)OCCO4)C2)cc1 (stereo not drawn)
? | . | COc1ccc(COc2cc(-c3cccc(OC)c3)nc3ccc(NC(=O)C(C)C)cc23)cc1
-9% | -6 | Cc1ccccc1NC(=O)c1cccc2nc3ccccc3nc12
7% | -9 | CC(C)(C)c1cc(N2CCOCC2)n2ncc(-c3ccccc3)c2n1
? | . | COc1ccc(N2C(=O)c3ccccc3NC23CCCC3)cc1
? | . | Nc1cc(-c2ccc(OC(F)(F)F)cc2)nn1-c1ccc(Cl)c(Cl)c1
? | . | COc1cc(-c2nc(-c3ccc(Br)o3)no2)cc(OC)c1OC
? | . | CN(C)c1nn(C(=O)Nc2cccc(C(F)(F)F)c2)cc1-c1ccccc1
1%[9.22 µM] | 8 | CCc1nnc(NC(=O)CSc2nccn2-c2cccc(C)c2C)s1
? | . | Cc1ccc(S(=O)(=O)N2[C@@H](c3ccc(Cl)cc3)C(C(=O)O)=CC[C@H]2c2ccc(Cl)cc2)cc1
? | . | O=C(CSc1nccc(=O)[nH]1)c1ccccc1Br

# Next part:
Lipid storage S3 | Lipid storage S3 cell count max | Compound
8% | 9 | COc1ccc([N+](=O)[O-])cc1N(CC(O)CN(C)C)S(=O)(=O)c1ccc(C)cc1 (stereo not drawn)
i | 19 | COc1ccc(CCNC(=O)CCC(=O)N2CCN(S(=O)(=O)c3ccccc3)CC2)cc1OC
? | . | Cc1ccc(Nc2nc(-c3ccc(O)c(O)c3)cs2)nc1
-14% | 20 | O=C(CN1C(=O)c2ccccc2S1(=O)=O)NCc1ccccc1
? | . | CC(C)Nc1ccc(Nc2ccnc3cc4ccccc4cc23)cc1
-10% | . | O=C(NCC[C@@H]1C[C@@H]2C=C[C@H]1C2)c1cc(COc2ccc(F)cc2F)on1
0% | 20 | Cc1ccc(CN2CCN(Cc3ccc(Oc4ncccn4)cc3)CC2CCO)cc1 (stereo not drawn)
? | . | FC(F)(F)c1ccc(Oc2ccccc2Cl)nc1

# Grouped by structure: the entries above with a CF3 group.
Lipid storage S3 | Lipid storage S3 cell count max | Compound
16µM* | -18* | COc1ccc(NC(=O)c2cc3n(n2)C(C(F)(F)F)CC(c2ccc4c(c2)OCO4)N3)cc1OC (stereo not drawn)
? | . | Nc1cc(-c2ccc(OC(F)(F)F)cc2)nn1-c1ccc(Cl)c(Cl)c1
? | . | CN(C)c1nn(C(=O)Nc2cccc(C(F)(F)F)c2)cc1-c1ccccc1
? | . | FC(F)(F)c1ccc(Oc2ccccc2Cl)nc1

# (listing goes on)
Lipid storage S3 | Lipid storage S3 cell count max | Compound
17% | 5 | Cc1cccc(C)c1N(CC(=O)N/N=C/c1cc(Br)c(C)o1)S(C)(=O)=O
? | . | O=C(Nc1nncs1)C1c2ccccc2Oc2ccccc21
-8% | 2 | CCOC(=O)C1=C(C)NC(C)=C(C(=O)OCC)C1c1ccco1
21µM* | -25* | CCc1ncc(CN2CCCC(C(=O)Nc3cccc(-c4ccc(F)cc4)c3)C2)cn1 (stereo not drawn)
-8% | . | NS(=O)(=O)c1ccc2nc(NC(=O)c3ccncc3)sc2c1
? | . | CCN1CCN(c2cc(C(C)(C)C)nc3c(-c4ccccc4)c(C)nn23)CC1
? | . | Cc1cc(C)n(S(=O)(=O)c2cccc([N+](=O)[O-])c2)n1
? | . | COc1cccc(CNC(=O)Cn2ccc3cc(S(=O)(=O)N4CCC(C)CC4)ccc32)c1
? | . | O=[N+]([O-])c1cc(C2Nc3cccc4cccc(c34)N2)ccc1Cl
22% | 7 | CCC(=O)Nc1cc(C)c(NC(=O)c2ccco2)cn1
? | . | CC[N+](CC)(CC)CCCCOc1ccc2c(c1)C(=O)c1cc(OCCCC[N+](CC)(CC)CC)ccc1-2
? | . | O=S(=O)(c1cccc(Cl)c1)N1CCCC1
i | 0 | CCN(CC(=O)Nc1c(F)cccc1F)C(=O)c1cc(S(=O)(=O)N2CCOCC2)ccc1N1CCCC1
? | . | CSc1cccc(NC(=O)CN(C)S(=O)(=O)c2cnc[nH]2)c1
-10% | -1 | Cc1cc(C)cc(N(C(=O)Cn2nnc(-c3ccccc3)n2)C(C(=O)NC2CCCCC2)c2ccccn2)c1 (stereo not drawn)
9% | 2 | CSc1nc2c(c(C(F)(F)F)n1)CC(C)CC2 (stereo not drawn)
? | . | O=C(NCc1ccncc1)c1ccc(NS(=O)(=O)c2ccc(F)cc2)cc1
